# Screens deposited in PubChem BioAssay by Broad Institute.
# miR122 inh – blocks miR-122 activity in Huh7 sensor cells; Huh7 miR-122 Renilla luciferase sensor, 48 h; neutral wells = 0, positive control = 100; AID 602342; activation (reporter increase), % at 12.5 µM; 340,000 tested, 0.3% active;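 active means mean replicate activation score at least 90 and every replicate individually at or above 90; inconclusive means only one of the two criteria met; inactive means neither criterion met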;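 further: higher luciferase means less miR-122 activity so hits act as miR-122 inhibitors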
# PGC1a acetyl inh – PGC1a acetylation modulation, inhibitor mode; U2OS PGC1a acetylation, AlphaScreen anti-acetyl-lysine; with virally co-expressed GCN5 acetyltransferase; inhibition, % at 15.6 µM; 350,000 tested, 0.17% active; AID 651687;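 active means every replicate shows inhibition of at least 40%; inconclusive means mean inhibition at least 40% but some replicate below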;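 further: 0% = neutral control wells and 100% = positive control wells; some results beyond the cut were filed as inactive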
# E-selectin induc – induces E-selectin expression in human endothelial cells. P16581. HUVEC E-selectin immunofluorescence imaging; normalized: neutral wells 0, TNF-alpha wells 100. activation, % at 7.58 µM. 260,000 tested, 0.37% active. AID 686992;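 active means mean E-selectin-positive cell signal at least 10% of the positive control, reached in at least 60% of replicates, without over 20% cell loss; inconclusive means no rule given, readout overlaps actives, possibly toxicity-flagged; inactive means the rest, including those meeting only one limit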;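 further: in these data hits start at about 27%; measured in HUVEC primary endothelial cells; signal is the percent of cells scored E-selectin positive by PE staining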
#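 Test system – human umbilical vein endothelial cells (HUVEC), E-selectin induction · Input – 3,000 HUVEC seeded per well · Buffer or medium – EGM-2, gelatin · Compound dosing – single-point compound dose · Detection – immunofluorescence imaging · Measure – percent E-selectin-positive cells · Controls – TNF-alpha high, DMSO low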
# RAD54 branch – inhibitors of human RAD54 branch migration | 360,000 tested, 0.14% active | inhibition, % at 10.4 µM | AID 602329 | Q92698 | RAD54 Holliday junction branch migration, FAM/BHQ fluorescence;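 active means mean normalized replicate activity at least 40 and at least half of replicates scoring 40 or more; inconclusive means only one of the two criteria met; inactive means mean below 40 and under half of replicates reaching 40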;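 further: 0% = median of neutral control wells and 100% = median of positive control wells; inhibitors cause a drop in the FAM fluorescence signal; in these data hits start at about 50%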
# Target sequence (Q92698 whole entry, looked up): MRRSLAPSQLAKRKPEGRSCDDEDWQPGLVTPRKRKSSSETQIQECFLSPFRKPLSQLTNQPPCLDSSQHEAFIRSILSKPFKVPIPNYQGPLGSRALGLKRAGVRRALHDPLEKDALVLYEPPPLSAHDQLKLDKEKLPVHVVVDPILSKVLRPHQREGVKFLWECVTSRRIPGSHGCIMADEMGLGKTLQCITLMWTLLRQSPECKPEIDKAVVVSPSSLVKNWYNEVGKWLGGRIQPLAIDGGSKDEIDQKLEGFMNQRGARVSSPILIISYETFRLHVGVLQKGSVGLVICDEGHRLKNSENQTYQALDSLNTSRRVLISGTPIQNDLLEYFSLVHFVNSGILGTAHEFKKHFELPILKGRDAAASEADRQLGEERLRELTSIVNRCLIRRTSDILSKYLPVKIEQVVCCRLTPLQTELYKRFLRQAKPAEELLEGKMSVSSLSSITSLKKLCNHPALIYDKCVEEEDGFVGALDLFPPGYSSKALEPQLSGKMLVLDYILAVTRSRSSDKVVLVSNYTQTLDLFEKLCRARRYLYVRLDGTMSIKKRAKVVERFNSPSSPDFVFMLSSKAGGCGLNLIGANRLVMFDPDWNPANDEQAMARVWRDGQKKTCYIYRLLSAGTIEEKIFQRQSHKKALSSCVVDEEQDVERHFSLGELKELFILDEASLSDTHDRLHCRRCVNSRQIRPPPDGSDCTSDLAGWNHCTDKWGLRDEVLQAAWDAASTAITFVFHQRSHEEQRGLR
# Cneo AK release – Cryptococcus neoformans lysis via adenylate kinase release; C. neoformans lysis, adenylate kinase release luminescence, 4 h; normalised: neutral wells 0, clomiphene wells 100; lysis activity, % at 15 µM; 360,000 tested, 0.2% active;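 active means mean lysis activity across replicates of at least 80%, whatever share of replicates individually reach that level; inactive means mean lysis activity below 80%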
#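 Schedule: static 4 h at 37 °C with compound, 1 h detection; system: C. neoformans cells; benchmarks: Clomiphene as positive control; buffer or medium: fresh YPD medium; measure: luminescence rise reflecting yeast cell lysis; measured by: luminescent adenylate kinase detection reagent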
# ERAP1 HTS inh – ERAP1 (human) enzyme inhibition. 340,000 tested, 0.15% active. recombinant ERAP1, Leu-AMC fluorescence, 60 min. inhibition, % at 10.7 µM. Q9NZ08;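 active means mean replicate inhibition of at least 30%, or all replicates individually reaching that 30% level; inactive means mean below 30% and not every replicate reaching it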;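 further: 0% = neutral control wells and 100% = L-leucinethiol positive control wells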
# PglD DTNB – PglD (C. jejuni) enzyme inhibition; AID 602405; 360,000 tested, 0.098% active; inhibition, % at 12.5 µM; purified PglD enzyme, DTNB colorimetric CoA detection; in the data active means inhibition above about 16%, passing the limit was not always enough; inconclusive means no clear call, values can overlap the other calls; further: strong numbers were not always called active
# RAD52 anneal inh – inhibitors of human RAD52 DNA annealing; recombinant RAD52 DNA annealing, FRET fluorescence; inhibition, % at 18.7 µM; 360,000 tested, 0.46% active;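 active means every replicate showing at least 50% inhibition; inconclusive means mean inhibition at least 50% but not in every replicate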
# * hit, by the source's call; u = inconclusive; x = not tested or not shown; [ ] = another dose, or the depositor's remark. Random draw from the library; overall some 1.4% were active at least once.
# Order of values – E-selectin induc, Cneo AK release, PGC1a acetyl inh, ERAP1 HTS inh, PglD DTNB, miR122 inh, RAD52 anneal inh, RAD54 branch
> CCOC(=O)C(=O)NCC(c1ccco1)S(=O)(=O)c1cccs1 (stereo not drawn)
 : 1.6, 0.8, -4.8, 1.8, 3.0, -3.4, -10.7, -14.1
> CCSc1nc2ccccc2n1Cc1ccccc1F
 : x, 3.5, -19.8, x, 6.8, -0.9, x, -3.0
> CS(=O)(=O)N(CC1CCC1)C[C@H]1N[C@H](CO)[C@H]1c1ccccc1
 : -0.2, 0.8, -1.2, x, 2.7, 0.0[16.7 µM], x, 5.1
> CC(C)NC(=O)NCC[C@H]1CC[C@@H](NC(=O)c2ccc(F)cc2)[C@@H](CO)O1
 : -0.6, 0.9, 13.1, -0.1, -1.3, -4.2[16.7 µM], 2.8, 8.0
> CC1(C)Cc2nc3[nH]c(=S)n(-c4ccccc4)c(=O)c3cc2CO1
 : x, -1.0, -15.6, x, 2.3, -13.2, x, 2.7
> CCN(CC)S(=O)(=O)c1ccc(N2CCCC2)c(NS(=O)(=O)c2ccccc2)c1
 : x, -1.1, -14.3, x, -10.4, 34.6, x, -5.5
> COc1cccc(-c2nnc(SCC(=O)Nc3cc(C)on3)n2C)c1
 : x, 2.2, -4.2, 6.1, 4.2, 3.1, -11.8, 5.2
> CCOc1ccc(/C=C2\SC(=S)N(CC(=O)NCCCN3CCOCC3)C2=O)cc1
 : x, -5.4, x, 3.7, 4.9, 0.3, -7.7, -5.6
> COCC(C)n1c(SCc2nc3ccccc3c(=O)[nH]2)nc2ccccc2c1=O (stereo not drawn)
 : -0.1, x, 9.5, -1.7, x, -2.3, -25.1, x
> COc1cccc(C(C)(O)c2nc(-c3cncnc3)cs2)c1 (stereo not drawn)
 : x, 0.0, -5.5, -2.8, 4.2, -0.6, -3.6, -7.6
> O=C1C2C3C=CC(C4CC34)C2C(=O)N1/N=C/c1ccc(-c2ccccc2[N+](=O)[O-])o1 (stereo not drawn)
 : x, -3.0, -6.8, x, -9.0, 2.8, x, -2.0
> COC(=O)c1sc2nc(C)nc(SCC(=O)Nc3sccc3C(N)=O)c2c1C
 : -0.5, 2.1, -11.2, -0.6, -0.3, 3.0, -29.0, 5.2
> O=C(Nc1cccc(C(F)(F)F)c1)NC1CCN(S(=O)(=O)c2ccc(F)cc2)CC1
 : x, -0.1, 6.4, x, -2.2, 9.0, x, 0.7
> COc1ccc(Cc2nnc(-c3ccc(F)cc3)o2)cc1OC
 : -0.3, -0.1, -14.4, 5.2, 6.1, -2.1, 3.6, -18.4
> CCN1CCN(c2ccc(S(=O)(=O)N3CCCCC3)cc2NC(=O)CC(C)c2ccccc2)CC1 (stereo not drawn)
 : u, 1.0, x, -1.9, 5.5, x, 13.7, 12.9
> Cn1c(=O)c2c(SCC(=O)N3CCCc4ccccc43)nc(CC(C)(C)C)nc2n(C)c1=O
 : x, 1.5, -3.6, x, -6.2, -1.7, x, -0.5
> CCCOC(=O)c1ccc(NC(=O)Cc2cccs2)cc1
 : x, -1.9, -4.1, 2.7, -3.4, -3.8, -27.6, -3.9
> Cc1ccc(C2(c3noc(CN4CCOCC4)n3)CCCC2)cc1
 : -0.3, -1.9, -5.3, x, 4.9, 0.1, -8.8, -11.2
> CCc1nnc(NC(=O)c2ccco2)s1
 : -3.8, -0.7, 2.5, 1.0, 0.3, -3.9, 5.1, -9.6
> COCC(=O)N1[C@H](C#N)[C@@H](c2ccccc2C2=CCCCC2)[C@@H]1CO
 : -0.1, x, 0.5, -1.9, x, x, 2.7, x
> COCC(=O)Nc1ccc2c(c1)[C@@H]1C[C@H](CC(=O)NCc3ccccc3OC)O[C@@H](CO)[C@@H]1O2
 : 0.2, 17.1, -8.9, -2.9, -1.8, 6.3[16.7 µM], -3.7, -0.4
> CC(C)(C)OC(=O)N(CCc1ccccc1)Cc1ccccc1OCc1cccc(NC(=O)C2CC2)c1
 : -0.5, 3.8, -13.0, -0.1, 4.0, 4.3, -7.4, 0.9
> Cc1cccc(C)c1NC(=O)C[n+]1cc(-c2ccccc2)n2c1CCC2
 : x, -4.0, -2.5, -4.9, 10.8, 5.4, -5.6, 3.1
> C[C@H]1CN([C@@H](C)CO)C(=O)c2cccc(NC(=O)NC3CCCCC3)c2O[C@@H]1CN(C)Cc1ccc(C(=O)O)cc1
 : x, -2.9, -6.8, 4.5, 8.5, 0.1[16.7 µM], 13.2, 2.6
> CC(=O)N1[C@H](C(=O)N2CCCCC2)[C@@H](CO)[C@@H]2Cn3c(ccc(-c4ccccc4)c3=O)[C@@H]21
 : -1.4, -2.2, x, -1.6, -0.2, x, -18.7, 3.1
> C[C@@H]1CCCCO[C@@H](CN(C)Cc2ccc(C(=O)Nc3ccccc3N)cc2)[C@@H](C)CN([C@H](C)CO)C(=O)c2cc(NC(=O)Nc3ccccc3)ccc2O1
 : x, -4.0, 13.6, 0.5, 4.8, 2.7[16.7 µM], 5.6, -6.0
> Cc1ccc(SCC(=O)NC(C)c2ccccc2)cc1 (stereo not drawn)
 : 0.3, -2.3, -1.9, 0.2, 8.4, -10.9, -8.9, 16.6
> C[C@@H]1CN([C@@H](C)CO)C(=O)Cc2cc(NC(=O)CCN3CCOCC3)ccc2O[C@H]1CN(C)S(=O)(=O)c1ccccc1
 : -1.0, -0.8, -7.3, -1.0, -2.6, 3.7[16.7 µM], -4.9, 10.8
> CCOC(=O)C1=C(O)C(=O)N(c2ccc(S(N)(=O)=O)cc2)C1c1ccccc1 (stereo not drawn)
 : x, 7.4, -5.0, x, -3.5, -5.8, x, 0.1
> COc1ccccc1N1CCN(CC(=O)Nc2ccccc2C(=O)NC(C)c2ccccc2)CC1 (stereo not drawn)
 : x, 1.9, x, 1.1, -2.5, x, -17.7, 6.7
> CCOC(=O)c1c(NC(=O)COC(=O)c2ccccc2NC)sc(C(=O)N(C)C)c1C
 : 0.0, -5.0, 1.5, 1.1, -4.6, 11.6, 6.5, 5.4
> COc1ccc(CCNC(=O)CSc2ncnc3c2oc2ccccc23)cc1OC
 : x, 0.1, -2.5, x, 4.7, -3.0, x, -7.5
> O=S(=O)(c1cccc(-c2nnc3n2CCCCC3)c1)N1CCOCC1
 : x, 5.3, -1.1, -3.1, -1.7, 24.9, -16.5, 5.3
> CCCC(=O)Nc1ccc2c(c1)C(=O)N(C)C[C@H](OC)[C@@H](C)CN(C(=O)C1CCCC1)[C@H](C)CO2
 : -0.3, -1.1, -3.5, 1.9, 12.9, x, 2.8, -9.6
> CCO[C@H]1OC(C(=O)NC2CC2)=C[C@@H](c2c[nH]c3ccccc23)[C@@H]1CCCO
 : -0.1, -2.3, 10.2, x, 5.9, -0.6, -9.2, -5.4
> CC(=O)Nc1ccc(NC(=S)NC(=O)c2ccc([N+](=O)[O-])cc2)cc1
 : x, -2.5, 16.1, x, -0.1, 3.4, x, 4.8
> CNC(=S)NNC(=O)c1sccc1OCc1ccccc1
 : x, -0.7, x, x, 2.7, -3.6, x, -6.0
> CC1CN(C(=O)CCN2C(=O)c3ccccc3C2=O)CC(C)O1 (stereo not drawn)
 : x, 0.2, 6.0, x, -3.5, -5.1, x, -6.4
> COC(=O)c1ccsc1NC(=O)CN1CCN(Cc2ccc3c(c2)OCO3)CC1
 : x, 4.1, 0.8, x, 0.0, 0.1, x, -7.3
> C#CCOCCOCCOCCNc1nc(N2CCN(C(=O)C([C@@H](C)CC)n3cc(C(N)Cc4ccc(O)cc4)nn3)CC2)nc(N2CCN(C(=O)[C@H](CCC(=O)O)n3cc(C(N)Cc4ccc(O)cc4)nn3)CC2)n1 (stereo partly drawn)
 : x, 2.3, 7.8, x, 3.2, -5.2, x, -8.7
> CCCc1cc(=O)oc2cc(OCC(=O)N3CCOCC3)c(Cl)cc12
 : x, 14.8, x, 2.0, -3.0, x, -8.3, -3.4
> Cc1ccc(NC(=O)Nc2cnccn2)c(C)c1
 : -0.1, -0.4, 4.5, 1.8, 5.4, 0.8, -3.6, -2.9
> COc1ccc(CC(=O)N2CCN(c3ccccc3F)CC2)cc1OC
 : x, 4.1, x, -2.8, 6.0, x, -7.0, -10.5
> Cc1ccc(NC(=O)C2CCN(C(=O)[C@@H]3Cc4ccccc4CN3)CC2)c(C)c1
 : x, 0.1, 16.3, 1.9, 1.6, -2.3, -8.4, 4.5
> O=C(O)c1[nH]c2ccc(Br)cc2c1CCN1C(=O)c2cccc([N+](=O)[O-])c2C1=O
 : -0.1, x, -0.4, x, x, -4.7, -15.8, x
> O=C(CC1CCCC1)NCCc1cn2ccccc2n1
 : -0.2, -1.1, x, -0.5, 3.6, x, 0.8, 9.0
> Cc1onc(-c2c(F)cccc2Cl)c1C(=O)NCc1ccc(S(N)(=O)=O)cc1
 : 1.1, -0.4, 6.9, -4.6, -2.9, -14.6, -9.1, -16.6
> Cc1ccnc(NS(=O)(=O)c2ccccc2)c1
 : -0.1, 3.9, -10.9, -2.6, -4.3, 12.3, -2.2, 2.0
> CC(=O)c1ccc(C(=O)N2CCc3c([nH]c4ccccc34)C2c2cccc(C)n2)s1 (stereo not drawn)
 : 0.5, 4.1, -11.8, 1.3, -3.1, 7.2, -6.4, -2.4
> CCc1ccc(NC(=O)C(=O)N/N=C(\C)CC(=O)NCCOC)cc1
 : 0.2, x, -3.3, 1.1, x, x, -2.6, x

# (list continues)
# Order of values – E-selectin induc, Cneo AK release, PGC1a acetyl inh, ERAP1 HTS inh, PglD DTNB, miR122 inh, RAD52 anneal inh, RAD54 branch
> CCCCc1nc2cc(C(=O)NCc3cn(C)nc3C)ccc2o1
 : -0.2, -1.2, 10.4, -2.3, 4.1, -5.1, -12.3, 2.0
> C/C=C/c1ccc([C@@H]2[C@@H](CNC(=O)CC)N(Cc3ccccn3)[C@H]2CO)cc1
 : -0.1, -5.5, 7.4, x, -1.6, 25.0[16.7 µM], -35.4, -3.1
> Cn1c(NNC(=O)c2ccccc2F)cc(=O)n(C)c1=O
 : 0.2, 6.3, 3.8, 4.6, -6.2, 4.2, -16.4, 0.6
> CCCNC(=O)N[C@@H]1C=C[C@H](CC(=O)NC2CCC2)O[C@H]1CO
 : -0.2, -0.7, 6.2, -2.9, -0.7, x, -3.8, 1.0

# Compounds shown so far containing a furan ring, fused or not, in the order listed:
# Order of values – E-selectin induc, Cneo AK release, PGC1a acetyl inh, ERAP1 HTS inh, PglD DTNB, miR122 inh, RAD52 anneal inh, RAD54 branch
> CCOC(=O)C(=O)NCC(c1ccco1)S(=O)(=O)c1cccs1 (stereo not drawn)
 : 1.6, 0.8, -4.8, 1.8, 3.0, -3.4, -10.7, -14.1
> O=C1C2C3C=CC(C4CC34)C2C(=O)N1/N=C/c1ccc(-c2ccccc2[N+](=O)[O-])o1 (stereo not drawn)
 : x, -3.0, -6.8, x, -9.0, 2.8, x, -2.0
> CCc1nnc(NC(=O)c2ccco2)s1
 : -3.8, -0.7, 2.5, 1.0, 0.3, -3.9, 5.1, -9.6
> COc1ccc(CCNC(=O)CSc2ncnc3c2oc2ccccc23)cc1OC
 : x, 0.1, -2.5, x, 4.7, -3.0, x, -7.5
